Rac1 GTP hydrolysis – MgcRacGAP GTPase-activating activity inhibitors, confirmation, biochemical, ADP Hunter fluorescence; MgcRacGAP-stimulated Rac1 GTP hydrolysis, ADP Hunter fluorescence; higher % means a stronger effect; GST-tagged Rac1 F28L mutant substrate; inhibition, % at 30 µM; hits with a dose series show IC50 in µM; hit rate 0.6% among 340,000; AID 624330;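 active means first-screen hits whose inhibition reached a set limit at any dose in the follow-up dose series; inconclusive means inhibition above the set first-screen limit but never retested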;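 further: fluorescence reports GDP produced by GAP-driven GTP hydrolysis; strong numbers were not always called active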
HIV peptide binding – inhibitors of HIV fusion peptide binding, primary screen, biochemical, uHTS, fluorescence dequenching (AID 1986). cell-free peptide binding, fluorescence dequenching, 30 min; higher % means a stronger effect. hit rate 0.3% among 290,000. inhibition, % at 20 µM; hits with a dose series show IC50 in µM; in the data active means inhibition mostly above about 52%, no sharp cut-off; inactive means mostly below about 76%; further: some results filed as inactive read as strong as hits
GPR55 antagonists – GPR55 antagonists blocking LPI-driven arrestin recruitment, primary screen, imaging, U2OS, beta-arrestin-GFP, LPI agonist (AID 2013) | one-dose inhibition, % at 10 µM; IC50 in µM for titrated hits | hit rate 0.13% among 290,000 | U2OS GPR55 beta-arrestin-GFP translocation imaging, LPI antagonism; higher % means a stronger effect;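 active means spots per cell inhibited over 60%, with over 100 cells counted and total cytoplasm intensity under 500,000; inconclusive means wells with under 100 cells, flagged as likely toxic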;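 further: U2OS cells stably carrying GPR55 and arrestin-GFP stimulated by 5 µM LPI near EC80; imaged beta-arrestin-GFP aggregate spots per cell after agonist stimulation; plate controls were LPI-stimulated DMSO wells for no effect and DMSO wells without LPI for full effect; some results filed as inactive read as strong as hits; confirmed hits need IC50 under 10 µM and bright autofluorescent wells are also inconclusive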
NTR1 agonist – NTR1-driven beta-arrestin-GFP spot formation – imaging, U2OS cells, high content, primary screen (AID 493036); agonist mode; activation, % at 20 µM; hit rate 0.17% among 330,000;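 active means activation at or above 40% of the spot to cytoplasm intensity ratio, with at least 20 cells analyzed; inconclusive means wells under 20 cells, flagged as cytotoxic or low count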;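 further: 0% = DMSO without peptide and 100% = 100 nM NTR1 peptide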
Target sequence (P30989 whole entry, looked up): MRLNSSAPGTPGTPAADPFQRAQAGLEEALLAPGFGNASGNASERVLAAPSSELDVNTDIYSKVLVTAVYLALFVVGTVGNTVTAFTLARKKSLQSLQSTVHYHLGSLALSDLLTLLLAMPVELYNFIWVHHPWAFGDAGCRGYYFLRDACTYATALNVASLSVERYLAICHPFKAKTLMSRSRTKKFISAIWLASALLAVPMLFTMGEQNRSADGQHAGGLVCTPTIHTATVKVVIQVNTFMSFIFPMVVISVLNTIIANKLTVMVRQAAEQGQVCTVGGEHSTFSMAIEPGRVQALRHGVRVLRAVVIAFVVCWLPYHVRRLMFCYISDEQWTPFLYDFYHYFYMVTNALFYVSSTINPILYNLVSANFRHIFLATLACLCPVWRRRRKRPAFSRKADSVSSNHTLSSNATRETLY
Myeloid diff 2 – myeloid differentiation induction; ER-HoxA9 myeloid progenitors, lysozyme-GFP differentiation, flow cytometry; calls only at 10 µM; hit rate 1% among 360,000;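 active means normalized GFP-positive differentiation at or above the plate's own cutoff, the solvent-only control mean plus 3 SD; inconclusive means no clear call, values can overlap the other calls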;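 further: cells exposed to compound for four days before flow analysis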
Salmonella PhoP GFP – PhoP-dependent GFP reporter repression – Salmonella Typhimurium, primary screen (AID 1863). inhibition, % at 50 µM, or IC50 in µM where a hit was titrated. hit rate 0.16% among 300,000. S. Typhimurium PhoP-regulated promoter GFP reporter, 4 h; higher % means a stronger effect;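 active means inhibition over 29.93%, a cutoff 3 SD above the screen mean, later confirmed by dose response; inconclusive means inhibition over 29.93% but no dose response follow-up; inactive means inhibition at most 29.93% or unconfirmed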;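 further: 0% = low Mg2+ inducing control and 100% = high Mg2+ repressing control; strong numbers were not always called active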
SIAH1 antagonists – Siah-1 peptide-binding antagonists, primary screen, biochemical, fluorescence polarization, rhodamine-plectin, uHTS (AID 1817). Siah-1 / rhodamine-plectin peptide fluorescence polarization; higher % means a stronger effect. displacement, % at 20 µM; hits with a dose series show IC50 in µM. hit rate 0.02% among 290,000;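 active means displacement of at least 50% at 20 µM, with a fluorescence ratio check between 0.3 and a set limit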;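 further: plate controls were Siah plus tracer with DMSO for no effect and tracer alone without Siah for full effect; strong numbers were not always called active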
LYP phosphatase – inhibitors of LYP phosphatase, biochemical, fluorescence intensity, uHTS (AID 1779); recombinant LYP phosphatase, fluorescence intensity; higher % means a stronger effect; one-dose inhibition, % at 11.5 µM; IC50 in µM for titrated hits; hit rate 0.054% among 290,000; in the data active means inhibition above about 50%;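 further: plate controls were vehicle with enzyme for no effect and no enzyme for full effect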
GPR35 antagonists – GPR35 antagonists blocking zaprinast-driven arrestin recruitment, primary screen, imaging, U2OS, beta-arrestin-GFP, zaprinast agonist (AID 2058); inhibition, % at 10 µM, or IC50 in µM where a hit was titrated; hit rate 0.052% among 290,000; U2OS GPR35 beta-arrestin-GFP translocation imaging, zaprinast antagonism; higher % means a stronger effect;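 active means inhibition of at least 50% with at least 30 cells and total cytoplasm GFP at most 10,000,000; inconclusive means under 30 cells or total GFP of 10,000,000 plus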
NTR1 agonist cell count 20 µM – recorded beside NTR1 agonist, whose call it bears; cell count; measured here: cell count, cytotoxicity flag
Myeloid diff 2 GFP+ MAC1+ % – also measured in Myeloid diff 2; calls as there; GFP+ MAC1+ double positive, %; measured here: differentiation confirmed by MAC1 staining
Active calls of the source: *; i = inactive; ? = inconclusive; / = not tested or not shown; + = active, no number.

Structure,Rac1 GTP hydrolysis,HIV peptide binding,GPR55 antagonists,NTR1 agonist,NTR1 agonist cell count 20 µM,Myeloid diff 2,Myeloid diff 2 GFP+ MAC1+ %,Salmonella PhoP GFP,SIAH1 antagonists,LYP phosphatase,GPR35 antagonists
Cc1ccc(NC(=O)CN2CCc3ccccc3C2)cc1,5.5%,2.5%,-3.3%,-5.2,86,i,0.9,3.5%,-4.2%,-6.6%,-3.8%
O=C(O)CNC(=O)c1ccc(NC(=O)/C(=C/c2ccccc2)NC(=O)c2ccccc2Br)cc1,8.5%,0.6%,-8.9%,0.0,92,i,0.7,-9.2%,4.4%,-6.0%,8.8%
COc1ccc(CCNC(=O)C/C(C)=N/NC(=O)c2cnccn2)cc1,7.3%,1.1%,0.9%,0.9,47,i,7.4,-3.8%,3.3%,-1.8%,5.7%
O=C(Nc1ncc2c(n1)CC(c1ccco1)CC2=O)c1ccco1 (centres undefined),2.8%,-0.7%,4.4%,1.2,43,i,1.0,-6.9%,-12.3%,-6.1%,-7.0%
CCCNC(=O)c1c(N)n(-c2cc(OC)cc(OC)c2)c2nc3ccccc3nc12,4.2%,-0.5%,9.1%,4.7,84,i,1.2,17.9%,2.1%,-4.7%,9.4%
NC(=O)c1ccsc1NC(=O)CSc1nc2ccccc2c(=O)n1CCCO,5.1%,2.4%,7.5%,-0.6,46,i,2.3,-13.2%,5.1%,0.8%,4.5%
COc1ccc2cc(C(C)c3nc4ccccc4c(=O)n3N)ccc2c1 (centres undefined),-4.4%,-1.5%,10.2%,5.0,57,+,6.5*,1.1%,1.0%,4.5%,-7.2%
O=C(NCc1ccccc1Cl)c1cnccc1C(F)(F)F,0.3%,-1.4%,3.9%,0.4,44,i,0.5,-8.5%,2.4%,-9.9%,-11.0%
CCOC(=O)C1(Cc2ccc(Cl)cc2)CCN(C(=O)CCc2cnccn2)CC1,5.2%,0.1%,-14.1%,1.8,69,i,0.2,0.9%,-1.7%,-8.2%,6.3%
O=C(C1CCN(S(=O)(=O)c2ccccc2)CC1)N1CCOCC1,3.1%,-1.1%,0.3%,1.8,67,i,0.4,-2.8%,-3.3%,-7.2%,4.8%
O=C(CSc1ccc(Cl)cc1)OCc1nnc(-c2ccccc2)o1,9.6%,-0.7%,5.6%,-1.7,47,i,0.7,-19.1%,3.4%,-7.1%,-1.6%
CCOC(=O)N1CCN(C(=O)COC(=O)c2ccccc2NCCO)CC1,3.4%,/,/,2.0,68,i,0.8,-1.4%,/,/,/
COc1cccc(-c2nnc(SCC(=O)Nc3cc(C)on3)o2)c1,0.7%,0.7%,6.6%,0.9,43,i,0.9,-9.5%,2.9%,-3.5%,-8.0%
Cc1nnc(N(Cc2ccco2)C(=O)c2cccc(C#N)c2)s1,6.9%,-1.4%,-1.6%,-6.6,75,i,0.5,13.6%,4.2%,-5.6%,23.2%
C/C(=N\NC(=O)C(C)Oc1ccc([N+](=O)[O-])cc1)c1ccccn1 (centres undefined),1.4%,1.3%,21.6%,1.9,92,?,/,-7.6%,-8.9%,-4.4%,10.1%
Cc1cc(=O)n2nc(N3CCC(C(=O)N4CCN(c5ccccc5)CC4)CC3)sc2n1,-6.1%,-1.2%,4.8%,-0.7,48,i,0.9,2.2%,4.9%,-10.8%,-17.9%
CN(C(=O)c1ccccc1-c1ccccc1C(=O)O)c1ccccc1,14.5%,-0.3%,11.0%,1.4,49,i,0.3,-7.8%,0.3%,-7.6%,-17.7%
COc1ccc(C[C@@H]2CN3C(=NC[C@@H]3C)N2CCNC(=O)c2ccc(C)c(Br)c2)cc1,-2.5%,0.5%,26.2%,-0.7,91,+,4.4*,-5.2%,10.9%,-8.6%,10.2%
Cc1cccnc1CC(C)NC(=O)c1cc(COc2cncc(Cl)c2)on1 (centres undefined),7.7%,-0.2%,11.4%,0.6,61,i,0.7,3.7%,5.2%,-12.6%,-15.0%
N#Cc1ccc(CN2CCN(C(=O)c3ccccc3)CC2)c(Cl)c1,2.2%,-1.1%,4.3%,1.1,74,i,1.1,-10.3%,0.4%,-1.1%,16.1%
CC(C)c1nc(SCC(=O)NCc2ccccc2)n[nH]1,1.4%,2.3%,6.5%,-0.8,49,i,1.1,-6.8%,0.8%,-12.9%,5.8%
O=C(Nc1ccc2c(c1)CCC2)c1cccc(S(=O)(=O)Nc2ccccc2Cl)c1,7.4%,4.6%,18.8%,1.2,42,i,1.1,5.3%,0.0%,0.0%,-11.6%
Cn1cccc1C(=O)C(=O)Nc1ccccc1C(F)(F)F,3.0%,-0.4%,2.7%,2.7,56,i,0.6,-8.4%,-3.8%,-2.4%,24.0%
O=C(Nc1cccc(C(F)(F)F)c1)c1ccc2nc(-c3ccco3)c(-c3ccco3)nc2c1,13.8%,30.0%,13.4%,1.7,61,i,1.1,8.8%,-3.3%,2.5%,1.3%
O=C(O)c1ccc2c(c1)C(=O)N(c1cccc3ccccc13)C2=O,7.9%,1.4%,4.4%,0.0,73,i,1.1,-5.4%,-0.7%,-0.3%,10.4%
CCn1c(SCC(=O)Nc2cc(C)on2)nc2sc3c(c2c1=O)CCCC3,4.4%,3.3%,2.1%,2.2,66,i,9.0,1.3%,-6.1%,-1.1%,0.5%
CC1(C)Nc2ccccc2C(=O)N1NC(=O)c1ccccc1,-26.3%,3.2%,-4.7%,0.1,47,i,0.5,-6.7%,0.1%,1.6%,-0.4%
CC1(C)CC(=O)c2c(O)cc(OCC(=O)Nc3ccc(S(N)(=O)=O)cc3)cc2O1,1.5%,4.8%,1.6%,-1.8,99,i,2.2,-1.7%,-2.1%,22.8%,-8.4%
CN(C(=O)Cn1nnc(-c2ccccc2)n1)C1CCS(=O)(=O)C1 (centres undefined),8.1%,/,/,-1.0,67,i,0.9,-0.8%,/,/,/
O=C(NCc1ccc(Cl)cc1)c1ccccc1CCc1ccccc1,6.2%,0.6%,-0.6%,1.4,49,i,1.3,-7.2%,-0.3%,-4.9%,-6.4%
Oc1ccc2ccccc2c1/C=N/c1nc2c(s1)CCCC2,16.0%,2.1%,-14.1%,1.7,42,i,1.6,2.0%,-3.1%,-4.7%,-25.4%
O=[N+]([O-])c1ccc2nc(Cl)nc(-c3ccccc3)c2c1,5.9%,-0.4%,-3.3%,0.9,62,i,0.5,6.9%,-0.7%,-5.9%,9.4%
CN(C)CCCN(CCCN(C)C)C(=S)Nc1ccc(S(=O)(=O)N2CCOCC2)cc1,5.8%,-0.8%,1.7%,1.9,60,i,0.3,1.4%,-4.6%,-8.9%,8.7%
O=C1NCCCC1C(=O)N1CCCCC1 (centres undefined),6.4%,1.5%,29.4%,-1.0,50,i,0.0,-2.4%,1.9%,-7.9%,-24.6%
CCc1nc(SCC(=O)Nc2ccc(C(=O)O)cc2)n[nH]1,0.4%,-0.8%,1.4%,6.4,59,i,4.8,-6.7%,2.3%,-7.2%,6.6%
CC(C)c1cccc(C(C)C)c1NC(=O)CNCc1ccccc1F,15.4%,0.8%,-9.1%,-2.4,87,i,0.1,-5.4%,1.5%,-6.3%,-17.6%
CCn1c(C)[n+](CC)c2ccc(S(=O)(=O)N(C)C)cc21,3.4%,0.3%,11.3%,0.7,36,i,0.0,6.4%,4.9%,-8.2%,12.2%
CCOCCCNC(=O)CN1C(=O)COc2ccc(S(=O)(=O)N3CCOCC3)cc21,-1.2%,-0.5%,0.1%,0.1,69,i,2.4,-5.7%,-3.2%,-14.9%,-13.6%
N#Cc1ccc(C(c2nnnn2CCc2ccccc2)N2CCCCCC2)cc1 (centres undefined),0.1%,-2.0%,-0.5%,3.0,53,i,5.1,33.7%,1.1%,-4.3%,-7.4%
CC(c1n[nH]c(=S)n1-c1ccc(F)cc1)N1CCCCC1 (centres undefined),9.5%,0.4%,9.7%,-1.0,64,i,0.2,0.9%,-1.2%,-11.5%,-0.6%
O=C(O)c1ccccc1NC(=S)NC(=O)c1sc2ccccc2c1Cl,23.0%,3.6%,7.9%,0.6,36,i,0.2,-20.4%,4.2%,5.3%,1.2%
CCn1cc(C(=O)NN)c(=O)c2cc(F)c(N3CCOCC3)cc21,3.8%,0.0%,11.6%,-0.6,82,i,0.6,-6.6%,0.1%,-2.9%,-12.2%
C=CCn1c(=O)c2ccccc2n2c(SCC(=O)O)nnc12,8.7%,-0.6%,-2.9%,-1.1,91,i,1.7,19.6%,-7.5%,-5.8%,-2.4%
Cc1ccc(Nc2nc(N3CCOCC3)nc(N3CCOCC3)n2)cc1,3.2%,2.2%,-0.6%,0.3,60,i,2.5,-8.5%,4.1%,-5.7%,16.8%
c1ccc(-n2ncc3c(NCCN4CCCCC4)ncnc32)cc1,11.2%,5.2%,10.7%,0.0,44,i,0.2,5.7%,-0.6%,-5.2%,12.7%
Cc1ccc(S(=O)(=O)CC(=O)Nc2ccccn2)cc1,5.5%,2.1%,0.3%,-0.5,57,i,0.8,5.7%,-2.1%,-8.9%,-3.7%
COCCCNC(=O)CCc1nc2cccnc2n1Cc1ccc(OC)cc1,5.3%,3.5%,11.4%,0.1,55,i,6.2,0.3%,-0.4%,-1.5%,-15.2%
COc1ccc(C(CCNCc2ccc(N(C)C)cc2)c2ccccc2)cc1 (centres undefined),9.9%,-0.7%,33.8%,7.1,98,i,1.6,-2.7%,12.3%,-7.1%,-21.3%
COc1ccc(C2C3=C(CC(C)(C)CC3=O)Nc3c2c(=O)n(C)c(=O)n3C)cc1OC (centres undefined),-3.4%,0.1%,-4.7%,-1.6,57,i,0.4,-22.1%,5.4%,-1.5%,-2.0%
CC1(C(=O)OCC(=O)Nc2ccc3ccccc3c2)CC1(Cl)Cl (centres undefined),0.9%,2.0%,3.7%,6.9,63,i,0.5,3.4%,1.9%,2.0%,4.9%

From PubChem BioAssay
